# Source: PubChem BioAssay
# MPTP inh – permeability transition pore inhibition | 360,000 compounds, 1.4% hits | inhibition, % at 10 µM | AID 602449 | isolated mouse mitochondria, Ca2+ swelling absorbance, 30 min;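 active = inhibition of 50% or more, scaled per plate between neutral and stimulator controls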;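 also: 0% = DMSO wells given calcium and 100% = 1 mM EGTA wells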
# hIAP inh – human IAP inhibition | 330,000 compounds, 0.12% hits | P09923 | purified IAP, CDP-Star luminescence, 30 min | AID 2544 | inhibition, % at 10 µM;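 active = inhibition reaching a set limit with compound at 10 µM in the primary screen, cut at about 35% in these data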;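 also: plate controls were DMSO wells with enzyme for no effect and no-enzyme buffer wells for full effect; values of inactives mirror those of a sister screen read the other way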
# Target sequence (P09923 whole entry, looked up): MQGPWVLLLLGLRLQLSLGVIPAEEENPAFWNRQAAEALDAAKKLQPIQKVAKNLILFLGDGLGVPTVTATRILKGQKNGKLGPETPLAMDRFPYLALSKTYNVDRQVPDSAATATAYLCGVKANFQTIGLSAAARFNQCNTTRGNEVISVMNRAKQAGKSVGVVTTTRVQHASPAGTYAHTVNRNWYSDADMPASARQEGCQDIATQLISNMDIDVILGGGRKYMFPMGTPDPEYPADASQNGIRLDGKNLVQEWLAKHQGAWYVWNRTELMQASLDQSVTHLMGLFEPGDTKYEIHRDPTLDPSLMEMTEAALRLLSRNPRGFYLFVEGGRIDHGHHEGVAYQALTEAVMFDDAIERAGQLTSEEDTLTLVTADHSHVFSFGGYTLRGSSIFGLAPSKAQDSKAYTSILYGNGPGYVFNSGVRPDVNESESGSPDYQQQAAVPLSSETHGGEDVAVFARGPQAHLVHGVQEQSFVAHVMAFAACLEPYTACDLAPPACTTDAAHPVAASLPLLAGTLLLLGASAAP
# A3A deaminase – blocks human APOBEC3A ssDNA deamination | P31941 | recombinant A3A, FAM/TAMRA ssDNA deamination fluorescence | inhibition, % at 20 µM | 330,000 compounds, 0.41% hits;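 active = at least 40% inhibition at 20 µM here, with at most 30% in a related deaminase screen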;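 also: plate controls were A3A with DMSO for no effect and wells lacking A3A enzyme for full effect; some results filed as inactive read as strong as hits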
# A3G deaminase – APOBEC3G (human) deaminase inhibition; Q9HC16; inhibition, % at 20 µM; 330,000 compounds, 0.28% hits; recombinant A3G, ssDNA deamination FAM/TAMRA fluorescence;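 active = inhibition of at least 40% at 20 µM, with no more than 30% in the related APOBEC3A deaminase screen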;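 also: plate controls were DMSO wells with A3G for no effect and wells lacking A3G enzyme for full effect; some compounds called inactive have numbers as strong as hits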
# Target sequence (Q9HC16 whole entry, looked up): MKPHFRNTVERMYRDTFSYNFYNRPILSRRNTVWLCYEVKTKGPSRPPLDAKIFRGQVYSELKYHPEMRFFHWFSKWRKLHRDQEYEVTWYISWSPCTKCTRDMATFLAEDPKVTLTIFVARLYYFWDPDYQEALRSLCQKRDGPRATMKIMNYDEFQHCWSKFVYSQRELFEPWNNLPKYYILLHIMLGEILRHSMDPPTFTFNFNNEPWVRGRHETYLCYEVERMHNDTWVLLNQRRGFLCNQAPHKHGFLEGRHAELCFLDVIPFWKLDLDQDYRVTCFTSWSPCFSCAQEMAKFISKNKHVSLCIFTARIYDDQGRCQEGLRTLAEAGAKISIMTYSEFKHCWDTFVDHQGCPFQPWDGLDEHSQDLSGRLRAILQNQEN
# mIAP act – increases mouse intestinal alkaline phosphatase activity. activation factor at 10 µM. muIAP, CDP-Star luminescence, 30 min; hits give high values; 1 = vehicle-only enzyme signal, 0 = enzyme-free wells. 330,000 compounds, 0.24% hits;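 active = activation factor of at least 2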; also: the source names both 10 and 20 µM as test concentration; values of inactives mirror those of a sister screen read the other way
#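 also added = chemiluminescent substrate CDP-Star | test system = mouse IAP enzyme | signal = chemiluminescence readout | compound = DMSO-dissolved test compounds | incubation = 30 min at room temperature | benchmarks = DMSO wells, no-enzyme wells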
# hIAP activ – human IAP activation. P09923. purified human IAP, CDP-Star luminescence, 30 min; hits give high values; 1 = vehicle-only enzyme, 0 = enzyme-free background. activation factor at 10 µM. 330,000 compounds, 0.16% hits. AID 2524;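 active = activation factor of the enzyme at least 2-fold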; also: the source names both 10 and 20 µM as test concentration; values of inactives mirror those of a sister screen read the other way
# GRIN3A LBD mod – NR3A (human) ligand-binding domain modulation; NR3A LBD differential scanning fluorimetry, Tm shift; 0% = protein alone, 100% = glycine-bound protein; AID 1259313; Tm shift relative to glycine control, % at 25 µM; 340,000 compounds, 2.5% hits;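 active = melting temperature shift of at least 10% of the positive control shift, at one fixed dose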
# mIAP block – mouse IAP inhibition | inhibition, % at 10 µM | purified mouse IAP, CDP-Star luminescence, 30 min | 330,000 compounds, 0.2% hits;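 active = inhibition of at least 40% at 10 µM in the primary screen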;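 also: plate controls were DMSO with enzyme for no effect and no enzyme wells for full effect; values of inactives mirror those of a sister screen read the other way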
# MIN6 prolif – induces beta-cell replication in MIN6 cells | MIN6 cells proliferation, ATPlite luminescence, 48 h; cells starved in 0.2% serum; 100% = growth in 10% serum | proliferation, % at 10 µM | 330,000 compounds, 0.29% hits;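 active = compounds whose signal lies at least 3.5 SD above the mean of all wells on their plate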;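 also: 0% = DMSO-treated cells in low-serum medium and 100% = 10% serum control; some compounds called inactive have numbers as strong as hits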
# Numbers without * were called inactive; / = no result given.
# Value order: MPTP inh	hIAP inh	A3A deaminase	A3G deaminase	mIAP act	hIAP activ	GRIN3A LBD mod	mIAP block	MIN6 prolif
Cn1c(CN2CCCCC2)nc2cc([N+](=O)[O-])ccc21
  -1.5	6	6	-6	0.94	0.94	3	6	-1
CO/N=C(/COc1ccc(F)cc1)c1ccc(OC)cc1
  -1.9	16	-3	-9	0.99	0.84	/	1	4
CCN(C[C@H]1N[C@@](CC)(C(=O)OC)[C@H]2C(=O)N(Cc3ccccc3)C(=O)[C@@H]12)S(=O)(=O)c1ccc(C(F)(F)F)cc1
  0.9	-15	-1	-4	1.1	1.2	1	-6	-5
O=C(OCC1OC2C(Oc3nc(=O)ccn32)C1O)c1ccccc1 (stereo not given)
  -0.3	-6	-2	-4	1.1	1.1	-1	-9	-3
N/C(=N\OC(=O)Cc1cccs1)c1ccccc1
  0.8	-3	5	-1	0.94	1	-1	6	-3
O=C1OCCN1S(=O)(=O)Nc1ccccc1
  0.5	5	-4	-7	0.93	0.95	5	7	-3
CC(=O)OCC1OC(OCc2cn(C[C@H]3CC[C@@H]([C@@H]4CC[C@H](Cn5cc(COC6OC(COC(C)=O)C(OC(C)=O)C(OC(C)=O)C6OC(C)=O)nn5)O4)O3)nn2)C(OC(C)=O)C(OC(C)=O)C1OC(C)=O (stereo not given in full)
  -0.2	20	-3	-10	0.94	0.8	-1	6	-3
O=C(NCc1ccc(Cl)cc1)C1CCC(CNc2c(N3CCOCC3)c(=O)c2=O)CC1 (stereo not given)
  1.2	6	-3	-6	1.1	0.94	0	-11	-1
O=C(NNC(=O)c1ccco1)c1cccc(Br)c1
  0.9	-42	-1	-9	0.95	1.4	0	4	-5
Cc1nc(NS(=O)(=O)c2ccccc2)sc1C(=O)NN
  -0.2	4	0	-5	0.91	0.96	-2	9	-4
COc1ccc(C(=O)NCCCNC(=O)c2ccc(C)nc2)cc1
  -2.5	-4	-3	-5	1	1	-4	-1	0
COc1ccc(OC)c(S(=O)(=O)N2CCc3ccccc32)c1
  -1.8	8	0	-3	1	0.92	2	-1	0
O=C(NCCS(=O)(=O)N1CCN(Cc2ccccc2)CC1)c1ccc(F)cc1
  -0.4	1	0	20	1	0.99	-1	-1	-2
O=C(CCC1CCCC1)NNC(=O)c1ccc(F)cc1
  0.0	-23	0	0	0.93	1.2	0	7	6
CCCCn1c(N)c(N(CCC(C)C)C(=O)c2c(C)noc2C)c(=O)[nH]c1=O
  1.7	-8	2	-4	1.1	1.1	0	-7	-3
COc1ccc2c(CC(=O)Nc3nccs3)coc2c1
  -0.2	-17	-10	-7	1.1	1.2	-2	-6	-1
C#C[C@]1(O)CC[C@H]2[C@@H]3CCc4cc(O)ccc4[C@H]3CC[C@@]21C
  -1.3	-2	-2	-6	1.1	1	1	-13	-4
Cc1cccc(C(=O)NC2CCN(C(=S)NCc3ccco3)CC2)c1
  0.6	1	-3	4	0.93	0.99	1	7	-2
CSc1ccccc1NC(=O)CN(C)C(=O)C1CCN(C(=O)Nc2ccccc2)CC1
  0.4	-4	-2	-9	1	1	2	-5	-3
NNc1nc2ccc(F)cc2s1
  3.5	23	-2	-8	0.87	0.77	1	13	-2
COc1ccc(C(=O)N2CCOC2CNC(=O)C(=O)NCc2ccc3c(c2)OCO3)cc1 (stereo not given)
  -0.3	10	4	-2	0.96	0.91	0	4	-4
CCCC(=Nc1ccccc1)C1=C(O)C(C(=O)OC)C(C)(C)CC1=O (stereo not given)
  -1.3	-32	-2	-8	1.1	1.3	1	-9	-3
CCc1nc2nc(C)c(NS(=O)(=O)c3ccc(C4CCCCC4)cc3)c(=O)n2[nH]1
  0.0	-8	-4	-1	0.97	1.1	3	3	2
O=C(Nc1ccc(N2CCOCC2)cc1)c1cc(-c2ccncc2)nc2ccccc12
  0.3	0	-3	-6	0.93	1	0	7	3
CCOC(=O)c1c(N)sc2c1CCCC2
  -1.2	-16	2	-2	0.96	1.2	0	4	-1
Cc1nn(CC#N)c(=O)n1-c1ccccc1
  0.6	-3	0	1	0.96	1	-3	4	-2
C=CCn1c(SCC(=O)NC2CCCCC2)nnc1C1CCCCC1
  -0.3	17	-6	-5	0.92	0.83	-1	8	0
Cc1cc(-c2nn(C)c(=O)c3ccccc23)cc(C)c1O
  3.3	19	-2	-7	0.94	0.81	-1	6	1
Cc1cc(C)c2[nH]c(=O)c(CN(Cc3cccs3)C(=S)NCc3ccco3)cc2c1
  0.8	8	3	2	0.78	0.93	-3	22	-6
O=C(NCc1ccco1)[C@@H]1CCCN1C(=O)c1cccs1
  0.1	5	0	1	0.92	0.95	1	8	1
CC(=O)N1Cc2ccccc2CC1C(=O)N1CCN(c2ccccc2)CC1 (stereo not given)
  1.3	-10	-4	-2	1.3	1.1	-2	-26	2
CN1CCN(CC#CCn2c3ccccc3c3ccccc32)CC1
  86*	5	0	-2	1	0.95	1	-1	-5
COC(=O)c1ccccc1NC(=O)NCCc1ccccc1OC
  -0.9	-2	-2	-8	0.99	1	-3	1	-1
Oc1ccc(/C=N/NC(=S)Nc2cccnc2)cc1
  -1.3	-2	-2	-2	0.89	1	-1	11	-5
COc1ccc(OC)c(-c2cc(C3CCN(c4ncccc4[N+](=O)[O-])CC3)[nH]n2)c1
  0.4	-12	1	0	0.65	1.1	-10	35	-2
O=C(NNc1ccccc1F)C1CCC1
  1.0	-2	-2	-4	0.97	1	1	3	1
CCC1(c2ccc(Cl)cc2)NC(=O)N(CC(=O)NC2CCCCCC2)C1=O (stereo not given)
  -0.6	0	7	-9	1	1	4	-2	-3
Fc1ccc(C2=CC(c3ccco3)n3nnnc3N2)cc1 (stereo not given)
  2.3	-18	-3	-8	1.1	1.2	-1	-6	-3
COc1ccc(C(NC(=O)c2ccco2)c2ccc(OC)c(OC)c2)cc1 (stereo not given)
  -0.3	-27	1	0	0.91	1.3	0	9	-3
O=C(O)c1cc(S(=O)(=O)N2CCCCCC2)c(Cl)cc1Cl
  -0.2	-6	0	-5	1.1	1.1	1	-5	-2
COc1ccc(OC)c(NC(=O)CSc2nnnn2C)c1
  1.5	5	-3	-12	0.92	0.95	-14	8	-2
NC(=S)N/N=C/c1ccc2c(c1)OCCO2
  -1.5	16	-4	-8	0.84	0.83	-1	16	-4
CN1CCN(C(=O)CNC(=O)C23CC4CC(CC(C4)C2)C3)CC1
  0.1	6	-2	7	1	0.94	1	-4	0
Cc1ccc(NC(=O)CN(C)C(=O)Cn2cc(C(F)(F)F)cc(Cl)c2=O)cc1
  2.7	-1	-2	-5	1	1	-6	-5	-1
COc1ccc(C2C(=O)c3ccccc3C2=Nc2ccc(Br)cc2)cc1 (stereo not given)
  90*	19	-5	-4	0.97	0.81	-5	3	-2

# For convenience, 9 of the compounds above:
# Value order: MPTP inh	hIAP inh	A3A deaminase	A3G deaminase	mIAP act	hIAP activ	GRIN3A LBD mod	mIAP block	MIN6 prolif
Cn1c(CN2CCCCC2)nc2cc([N+](=O)[O-])ccc21
  -1.5	6	6	-6	0.94	0.94	3	6	-1
CO/N=C(/COc1ccc(F)cc1)c1ccc(OC)cc1
  -1.9	16	-3	-9	0.99	0.84	/	1	4
CCN(C[C@H]1N[C@@](CC)(C(=O)OC)[C@H]2C(=O)N(Cc3ccccc3)C(=O)[C@@H]12)S(=O)(=O)c1ccc(C(F)(F)F)cc1
  0.9	-15	-1	-4	1.1	1.2	1	-6	-5
O=C(OCC1OC2C(Oc3nc(=O)ccn32)C1O)c1ccccc1 (stereo not given)
  -0.3	-6	-2	-4	1.1	1.1	-1	-9	-3
N/C(=N\OC(=O)Cc1cccs1)c1ccccc1
  0.8	-3	5	-1	0.94	1	-1	6	-3
O=C1OCCN1S(=O)(=O)Nc1ccccc1
  0.5	5	-4	-7	0.93	0.95	5	7	-3
CC(=O)OCC1OC(OCc2cn(C[C@H]3CC[C@@H]([C@@H]4CC[C@H](Cn5cc(COC6OC(COC(C)=O)C(OC(C)=O)C(OC(C)=O)C6OC(C)=O)nn5)O4)O3)nn2)C(OC(C)=O)C(OC(C)=O)C1OC(C)=O (stereo not given in full)
  -0.2	20	-3	-10	0.94	0.8	-1	6	-3
O=C(NCc1ccc(Cl)cc1)C1CCC(CNc2c(N3CCOCC3)c(=O)c2=O)CC1 (stereo not given)
  1.2	6	-3	-6	1.1	0.94	0	-11	-1
O=C(NNC(=O)c1ccco1)c1cccc(Br)c1
  0.9	-42	-1	-9	0.95	1.4	0	4	-5

# Next compounds.
# Value order: MPTP inh	hIAP inh	A3A deaminase	A3G deaminase	mIAP act	hIAP activ	GRIN3A LBD mod	mIAP block	MIN6 prolif
Cc1nnc(-c2cnn(C)c2N)n1Cc1ccc(Cl)cc1
  -1.8	-3	2	1	0.97	1	-1	3	-1
COC(=O)CCC(=O)OC1(C)C(=O)C2=CN(CCCOC(C)C)C(c3ccc(OC)cc3)=CC2=C(Br)C1=O (stereo not given)
  -0.1	-5	2	-3	0.99	1	2	1	-4
COc1ccc(OC)c(NC(=O)CC2(CC(=O)O)CCCC2)c1
  -0.9	12	1	-6	1	0.88	-2	-4	0
CCCCn1c(N)c(N(CC(C)C)C(=O)c2oc3ccc(OCC)cc3c2C)c(=O)[nH]c1=O
  1.3	0	4	5	1.1	1	-4	-5	1
CCOC(=O)CC(Nc1nc(N2CCOCC2)nc(N2CCOCC2)n1)c1ccccc1Cl (stereo not given)
  -0.4	-11	-1	-5	1.1	1.1	0	-11	0
CC1CCC(NC(=O)Cn2c3c(c(-c4ccccc4Cl)cc2=O)CCC3)CC1 (stereo not given)
  3.1	0	3	-1	1.1	1	-1	-7	-4
Cn1c(CC(=O)Nc2cccc(Cl)c2Cl)nnc1SCC(=O)NC1=NCCS1
  -0.4	-2	-1	-5	0.97	1	-2	3	-1
O=C(OCc1nnc(-c2cccs2)o1)c1cccnc1Cl
  0.2	-6	-1	-3	0.86	1.1	1	14	1
COc1c(C)cc(C(=O)C2CCCN(C(=O)c3csc(C)n3)C2)cc1C (stereo not given)
  1.6	-16	-3	-5	1	1.2	-2	-1	-1
COC(=O)CC1C(=O)NCCN1C(=O)c1ccc2oc(C(C)C)nc2c1 (stereo not given)
  1.6	3	-4	-7	1	0.97	-2	0	6
Cc1cc(OCC(=O)NC2CC(C)(C)NC(C)(C)C2)c2c(C)cc(=O)oc2c1
  -0.2	-10	1	1	1	1.1	-8	-3	-1
C=CCNC(=O)c1c(Cl)cccc1Cl
  -2.2	-6	1	6	1.2	1.1	0	-16	2
O=C(C(=O)N1CCCCC1)c1cn(CC(=O)N2CCCCCC2)c2ccccc12
  0.2	-4	-3	-15	0.99	1	1	1	-2
CCN(CCO)C(=O)CC1C(=O)NCCN1Cc1c(F)cccc1Cl (stereo not given)
  1.3	-15	-2	-1	1	1.1	1	0	6
CCc1ccccc1NC(=O)c1ccc(Cn2cc([N+](=O)[O-])cn2)cc1
  1.2	22	3	-6	0.91	0.78	-1	9	0
CCCCNc1nc2c(c(=O)n(C)c(=O)n2C)n1CCC
  -0.8	0	-4	-8	0.95	1	0	5	2
O=C(O)c1cn(Cc2ccccc2Cl)c2ccc(S(=O)(=O)N3CCOCC3)cc2c1=O
  -0.3	0	1	1	0.92	1	-2	8	3
COC(=O)COc1ccc(Cl)cc1C1Nc2ccccc2C(=O)N1c1ccc(OC)cc1 (stereo not given)
  -0.1	-9	-4	-7	1	1.1	-6	-5	-1
